Compound activity deposited in PubChem by National Center for Advancing Translational Sciences (NCATS).
EPAC2 agonist – EPAC2 (human) agonism; EPAC2 activation, biochemical qHTS; response scale: 100% = 6.5 mM cAMP response; Potency, µM (series often up to 154 µM), inactives show at the top dose activation, most hits filed as activators; 0.079% of 360,000 active; note: potency is the fitted concentration of half-maximal effect; nearly all actives have a fitted effect of over 50% in size
Target sequence (Q8WZA2 whole entry, looked up): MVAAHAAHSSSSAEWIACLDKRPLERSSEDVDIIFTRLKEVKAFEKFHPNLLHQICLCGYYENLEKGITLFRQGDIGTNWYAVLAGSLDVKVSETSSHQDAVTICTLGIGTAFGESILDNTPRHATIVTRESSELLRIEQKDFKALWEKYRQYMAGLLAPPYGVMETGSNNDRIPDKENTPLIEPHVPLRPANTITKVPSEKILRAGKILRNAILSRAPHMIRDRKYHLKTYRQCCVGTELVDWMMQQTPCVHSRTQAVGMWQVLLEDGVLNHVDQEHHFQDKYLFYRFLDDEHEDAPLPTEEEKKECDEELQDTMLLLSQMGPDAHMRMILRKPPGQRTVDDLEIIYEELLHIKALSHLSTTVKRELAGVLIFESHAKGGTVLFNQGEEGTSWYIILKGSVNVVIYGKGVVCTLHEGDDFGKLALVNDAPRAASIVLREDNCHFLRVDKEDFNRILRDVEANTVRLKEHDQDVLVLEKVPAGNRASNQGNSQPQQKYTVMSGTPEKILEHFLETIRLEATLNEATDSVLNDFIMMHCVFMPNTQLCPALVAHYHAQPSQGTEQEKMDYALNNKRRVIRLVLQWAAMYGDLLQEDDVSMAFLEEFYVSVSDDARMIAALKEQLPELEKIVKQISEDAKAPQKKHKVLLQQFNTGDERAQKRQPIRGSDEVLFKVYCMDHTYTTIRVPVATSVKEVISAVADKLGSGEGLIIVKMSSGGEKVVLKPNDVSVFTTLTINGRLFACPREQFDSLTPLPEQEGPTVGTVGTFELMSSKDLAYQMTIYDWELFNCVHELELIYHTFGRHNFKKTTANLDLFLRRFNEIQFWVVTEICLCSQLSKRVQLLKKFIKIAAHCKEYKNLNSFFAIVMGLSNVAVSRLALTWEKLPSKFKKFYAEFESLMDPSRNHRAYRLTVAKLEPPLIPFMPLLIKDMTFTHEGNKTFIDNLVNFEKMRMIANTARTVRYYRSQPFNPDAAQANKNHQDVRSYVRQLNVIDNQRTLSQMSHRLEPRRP
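Guanine nucleotide exchange by EPAC2 is measured as reduced fluorescence of BODIPY-GDP once it is released from 250 nM Rap1B. Plates are read kinetically for 30 min at room temperature; results are scaled to 6.5 mM cAMP.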
ATXN viability – reduces viability in counter-screen for ATXN expression inhibitors; 0.49% of 400,000 active; S2 cells (HEK-293 line with an ATXN2-luciferase reporter) viability, CellTiter-Fluor protease fluorescence, 24 h; AID 651635; Potency, µM (series often up to 56.7 µM), most hits filed as cytotoxic; note: potency is the fitted concentration of half-maximal effect; nearly all actives have a fitted effect of over 40% in size
TGFb inhibitor – blocks TGF-b signaling. HepG2 CAGA-GFP TGF-b/SMAD3 reporter, GFP fluorescence, 18 h; TGF-beta stimulated, 500 pg/mL final. Potency, µM (highest dose often 46.1 µM), without a hit: top-dose activity, negative = inhibition, actives largely listed as inhibitors. 1.2% of 410,000 active. AID 588855; note: potency is the fitted concentration of half-maximal effect; % is set by controls: 0 for no effect and ±100 for the full control effect; nearly all actives have a fitted effect of over 65% in size
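Per well, imaged GFP fluorescence of HEPG2 CAGA-GFP cells gives the signal; cells get compound, then TGF-beta (500 pg/mL final), 18 h at 37 degrees C; %Activity versus -TGF-beta and +DMSO controls.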
ATXN2 expr inh – ATXN2 expression inhibition; HEK-293 ATXN2-luciferase reporter, luminescence, 24 h; Potency, µM (doses to about 57 µM), for the others: top-dose activity change, negative = inhibition, hits mostly inhibitors; 0.72% of 360,000 active; AID 1745845; note: potency is the fitted concentration of half-maximal effect; % is set by controls: 0 for no effect and ±100 for the full control effect; nearly all actives have a fitted effect of over 55% in size
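ATXN2-luciferase reporter cells (luciferase flanked by upstream and downstream ATXN2 gene portions) were treated 24 h at 37 °C with compounds at up to 57 uM. SteadyGlo luminescence gave expression; GF-AFC fluorescence gave viability.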
IL2 activator – activators of IL-2; 0.065% of 360,000 active; activation, % (series mostly up to about 46 µM); AID 652025; IL-2 activation reporter assay, cell-based qHTS; stimulated with anti-CD3/CD4/CD28 beads; in transgenic mouse T cells; in the data active = activation above about 50%; inconclusive = mostly about 30% to 49%; note: 0% is about no effect
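Readout: EGFP and DsRed signals by fluorescent plate cytometry. Unstimulated transgenic mouse T cells received compound 60 min before antibody-bead stimulation, then incubated 18 h at 37 degrees C.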
Nrf2 inh – blocks Nrf2 signaling; AID 504444; A549 ARE-Fluc reporter, luciferase luminescence, 18-24 h; 2.1% of 360,000 active; Potency, µM (doses to about 46 µM), for inactives: at the top dose activity change, negative = inhibition, most hits filed as inhibitors; note: potency is the fitted concentration of half-maximal effect; % is set by controls: 0 for no effect and ±100 for the full control effect; nearly all actives have a fitted effect of over 60% in size
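In this cell-based qHTS, ARE-driven firefly luciferase in A549 cells reports Nrf2 activity; the luminescent signal after BugLite lysis is the measured value, with a prior CellTiter-Fluor read for cell health.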
A549 tox – A549 cytotoxicity, counter-screen for Nrf2 inhibitors; A549 ARE-Fluc cells, CellTiter-Fluor viability, 18-24 h; Potency, µM (top dose mostly 46 µM), for the others: at the highest dose activity change, negative = cytotoxicity, most hits filed as inhibitors; 0.16% of 390,000 active; AID 504648; note: potency is the fitted concentration of half-maximal effect; % is set by controls: 0 for no effect and ±100 for the full control effect
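Cytotoxicity counterscreen: CellTiter-Fluor fluorescence was measured in A549 ARE_Fluc cells after 18-24 h of compound exposure in a concentration series. The subsequent BugLite luminescent read reports ARE-luciferase activity.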
HepG2 tox – counter-screen for TGF-b inhibitors: cytotoxicity in HepG2 cells | HepG2 CAGA-GFP viability, ATP luminescence, 18 h | Potency, µM (series often up to 46.1 µM), for inactives: at the top dose activity change, negative = cytotoxicity, usual class: cytotoxic | 0.76% of 410,000 active; note: potency is the fitted concentration of half-maximal effect; some results filed as inactive show a strong effect at the top dose
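HepG2 CAGA-GFP cells (1000/well, DMEM with 1% FBS) received compound, then TGF-beta at 500 pg/mL final, and were incubated 18 hours at 37 degrees C. Viability was read by CellTiter-Glo luminescence. Media-only wells were set as complete cell-killing and DMSO as no toxicity.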
Nrf2 ARE act – Nrf2 pathway activation; AREc32 ARE-luciferase reporter (MCF7-derived line), luminescence, 24 h; 0.31% of 410,000 active; Potency, µM (doses to about 46.1 µM), for the others: at the top dose activation, usual class: activators; note: potency is the fitted concentration of half-maximal effect; % of control where 0% means no effect; nearly all actives have a fitted effect of over 65% in size
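AREc32 cells carrying an ARE-driven firefly luciferase, 1000 cells/well in OPTI-MEM with 5% FBS, dosed after overnight attachment and incubated 24 hr at 37 deg C. Steady-Glo luminescence read after 30 min at RT.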
* hit, by the source's call; i = inactive; ? = inconclusive; · = not tested or not shown; & = joins results of further samples; [ ] = dose if it differs, or a comment. Unless noted, calls come from the whole dose curve; as a rule, active = well fitted curve in the direction sought with a large enough effect; inconclusive = small, poorly fitted or top-dose-only effect, or another doubt; inactive = no such curve, though single readings can be large; an effect the other way counts as inactive or inconclusive.

Second line of a record: EPAC2 agonist | ATXN viability | TGFb inhibitor | ATXN2 expr inh | IL2 activator | Nrf2 inh | A549 tox | HepG2 tox | Nrf2 ARE act
1: COc1cc(OC)cc(C(=O)Nc2ccc3oc(-c4ccccc4C)nc3c2)c1
 : · | i | 53%[activator] | ? | · | ? | 10% | -33% | 6.1%
2: O=C(Cn1cc2c(n1)CCCCC2)NCc1cccs1
 : 4% | i | 19% | 8% | -1.7 | 12% | 7% | -6% | 0.4%
3: CC(Sc1nnc(-c2ccc(OC(F)F)cc2)o1)C(=O)NCC1CCCO1 (configuration not stated)
 : 2% | i | -4% | 2% | -0.3 | -5% | 1% | -13% | -0.2%
4: CC(C)(C)OC(=O)NCCCC[C@H](NC(=O)c1[nH]cnc1C(=O)N[C@@H](Cc1ccccc1)C(=O)OC(C)(C)C)C(=O)OC(C)(C)C
 : -14% | ? | ? | -24% | -0.5 | ? | -17% | -9% | 5.3%
5: COc1ccc(N(CC(=O)NCc2ccc(F)cc2)S(=O)(=O)c2c(C)n[nH]c2C)cc1
 : -1% | i | ? | 0%&4% | -3.2 | 0%&9% | -10%&-4% | 4%&-1% | -0.7%&0.7%
6: COc1ccccc1N1CCN(C(=O)c2c(C)oc3ncn(CC(C)C)c(=O)c23)CC1
 : · | i | 16% | -2% | · | 21% | 0% | 13% | 0.6%
7: COc1ccccc1NS(=O)(=O)c1cc(NC(=O)c2ccccc2[N+](=O)[O-])ccc1N1CCOCC1
 : 0% | ? | 26% | -10% | -0.2 | -5% | -9% | 0% | 0.1%
8: Oc1ccc(-c2nccc(-c3cccs3)n2)cc1
 : 18% | i | -8% | 58%[activator] | 1.0 | ? | -6% | -31% | 10µM*
9: Cn1c(=O)c2c(-c3ccccc3)n(-c3ccccc3N)cc2n(C)c1=O
 : 11% | i | 0% | -9% | -2.2 | · | · | -9% | 0.6%
10: CCC(O)(c1ccccc1)C(CN1CCOCC1)c1ccccc1 (configuration not stated)
 : 11% | i | 0% | -11% | -2.5 | 7% | 1% | 1% | 0.1%
11: O=C(CSCc1ccc(Cl)cc1)N/N=C/c1c(Cl)cccc1Cl
 : -8% | i | 0% | -25% | -0.4 | ? | 0% | 14% | -0.7%
12: COc1cccc2c1Oc1cc([N+](=O)[O-])cc(N(C)C(C)=O)c1C=C2
 : 4% | i | -17% | 47%[activator] | -0.1 | ? | 0% | -9% | ?
13: CCCCOC(=O)c1ccc(NC(=O)CSc2nncn2C)cc1
 : -6% | i | -1% | 6% | 0.3 | · | 15% | -10% | 2.5%
14: COc1ccc(C(=O)c2c[nH]c(C(=O)NCCCn3ccnc3)c2)cc1
 : 1% | i | -1% | -6% | 1.1 | 1% | -3% | -15% | 2.7%
15: CCOC(=O)N1CCc2c(sc3c2c(=O)n(-c2ccc(Cl)cc2)c(=O)n3Cc2cccc(OC)c2)C1
 : · | · | -18% | · | · | 3% | 3% | -13% | 0.5%
16: CCOCCCNC(=O)C(c1ccc(C)cc1)N(Cc1cccs1)C(=O)c1ccc(NC(C)=O)cc1 (configuration not stated)
 : · | ? | 12% | -6% | · | -13%[9.27 µM] | 1% | -1% | 0.4%
17: Cc1cc(C)nc(SCC(=O)NC2CCCCC2C)n1 (configuration not stated)
 : 8% | i | 14% | -11% | 0.8 | 3% | 1% | 4% | -0.4%
18: CN(C(=O)c1ccc(S(=O)(=O)N(C)C)cc1)c1ccc2ccccc2c1
 : 11% | i | -21% | -8% | -0.9 | -5% | 2% | 6% | -0.6%
19: CCC(Sc1nc2cc(OC)c(OC)cc2c2nc(-c3ccccc3)nn12)C(=O)Nc1cccc(C)c1 (configuration not stated)
 : · | i | -6% | -11% | · | 17% | 11% | -2% | 0.5%
20: COc1ccc(C2CC3CC(c4ccccc4)N2O3)cc1 (configuration not stated)
 : 8% | i | 14% | 5% | -2.3 | 6% | -3% | 15% | -0.1%

The final 2 compounds of the part above lead into the next:
Second line of a record: EPAC2 agonist | ATXN viability | TGFb inhibitor | ATXN2 expr inh | IL2 activator | Nrf2 inh | A549 tox | HepG2 tox | Nrf2 ARE act
19: CCC(Sc1nc2cc(OC)c(OC)cc2c2nc(-c3ccccc3)nn12)C(=O)Nc1cccc(C)c1 (configuration not stated)
 : · | i | -6% | -11% | · | 17% | 11% | -2% | 0.5%
20: COc1ccc(C2CC3CC(c4ccccc4)N2O3)cc1 (configuration not stated)
 : 8% | i | 14% | 5% | -2.3 | 6% | -3% | 15% | -0.1%
21: COc1cccc(C(=O)NC(C)C(c2cccs2)N2CCOCC2)c1 (configuration not stated)
 : 9% | ? | -13% | -14% | -1.7 | 12% | 2% | 5% | -1.7%
22: O=C(O)C1CCCN(S(=O)(=O)c2ccccc2)C1 (configuration not stated)
 : 14% | i | -6% | -37% | 0.6 | 4% | 6% | -11% | 1.6%
23: COc1ccccc1NC(=O)N1CCN(c2ccccn2)CC1
 : 3% | i | -2% | -2% | 0.1 | -20% | -1% | 0% | -0.1%
24: CC(=O)c1sc(NC(=O)CCN2C(=O)c3ccccc3C2=O)nc1C
 : 6% | i | -22% | -3% | 0.3 | 28% | 1% | -1% | 0.0%
25: CCOc1cc(-c2n[nH]c(=S)n2Cc2ccccc2)ccc1OC(F)F
 : 0% | i | -1% | · | -0.3 | -19% | 6% | -1% | -1.3%
26: CSc1nnc2c3cc(F)ccc3n(Cc3ccccc3)c2n1
 : 3% | i | -15% | -11% | -1.3 | 6% | 6% | -19% | -0.6%
27: O=C1CS/C(=C\[N+](=O)[O-])N1c1ccccc1
 : 7% | i | -7% | -3% | 1.0 | -6% | · | -20% | 2.0%
28: CCOC(=O)c1csc(NC(=O)c2ccc3c(c2)OCCO3)n1
 : 10% | i | ? | 14% | 0.7 | 3% | -1% | -36% | 3.3%
29: O=C(Nc1ccc(S(=O)(=O)N2CCCC2)cc1)c1cc(F)c(F)cc1Cl
 : 12% | i | 2% | 6% | -0.8 | -20% | 3% | 23% | 3.2%
30: Cc1cc(C(=O)OCC(=O)N2CC(C)OC(C)C2)c2ccccc2n1 (configuration not stated)
 : 7% | i | 11% | 1% | -0.5 | 0% | -1% | 0% | 0.1%
31: Clc1ccc(CSc2nnc(NC3=NCCCCC3)s2)cc1
 : 22% | i | ? | -7% | 0.6 | ? | -18% | -31% | -0.1%
32: CCOC(=O)N1CCN(S(=O)(=O)c2ccc3c(c2)CC(C)N3C(=O)C2CC2)CC1 (configuration not stated)
 : 3% | i | -13% | -6% | -3.1 | -17% | 0% | -4% | -0.1%
33: O=c1c2ccccc2nc(SCc2cc(F)cc3c2OCOC3)n1Cc1ccco1
 : 4% | ? | 0% | -27% | -2.8 | -27% | -11% | -6% | -0.4%
34: CCOC(=O)c1c(NC(=O)CNCCO)sc(C)c1C
 : -5% | i | 24% | -3% | -0.4 | · | 5% | 0% | 0.7%
35: O=C1CN(C(=O)COC(=O)c2cccnc2Cl)c2ccccc2N1
 : 9% | i | 0% | -11% | 1.1 | 4% | -2% | 39% | -0.5%
36: COc1cccc(-c2noc(CCC(=O)NC3CCCCC3)n2)c1
 : 0% | i | -5% | 5% | 0.7 | 2% | ? | 1% | -0.4%
37: COc1ccc(OC)c(CCNC(=O)c2ccc3c(c2)N(Cc2ccc(F)cc2)CCS3)c1
 : 4% | i | -25% | -6% | -3.0 | -21% | -4% | -9% | -0.8%
38: COC(=O)CCn1nnc(-c2ccc(C(C)C)cc2)n1
 : 10% | i | -3% | 0.5µM* | -2.5 | 0.52µM* | -1% | 2% | -1.5%
39: CCCCN(C(=O)C1CCCC1)C1CCS(=O)(=O)C1 (configuration not stated)
 : -1% | i | 9% | 0% | 0.1 | ? | 0% | -6% | -0.7%
40: CCCc1ccc(OCc2ccc(C(=O)NCc3cccnc3)o2)c(OC)c1
 : 10% | ? | -25% | · | -0.4 | ? | -1% | -8% | 5.3%
41: O=C(COC(=O)CCc1nc2ccccc2c(=O)[nH]1)NC(=O)NC1CCCC1
 : 12% | i | 10% | ? | 1.3 | -6% | 19% | 7% | -0.2%
42: O=C(COc1ccc(F)cc1)OCc1cc(=O)n2nc(-c3cccs3)sc2n1
 : · | i | -26% | -2% | · | 29% | -1% | -6% | 4.6%

In the list so far, these contain fluorine:
Second line of a record: EPAC2 agonist | ATXN viability | TGFb inhibitor | ATXN2 expr inh | IL2 activator | Nrf2 inh | A549 tox | HepG2 tox | Nrf2 ARE act
3: CC(Sc1nnc(-c2ccc(OC(F)F)cc2)o1)C(=O)NCC1CCCO1 (configuration not stated)
 : 2% | i | -4% | 2% | -0.3 | -5% | 1% | -13% | -0.2%
5: COc1ccc(N(CC(=O)NCc2ccc(F)cc2)S(=O)(=O)c2c(C)n[nH]c2C)cc1
 : -1% | i | ? | 0%&4% | -3.2 | 0%&9% | -10%&-4% | 4%&-1% | -0.7%&0.7%
25: CCOc1cc(-c2n[nH]c(=S)n2Cc2ccccc2)ccc1OC(F)F
 : 0% | i | -1% | · | -0.3 | -19% | 6% | -1% | -1.3%
26: CSc1nnc2c3cc(F)ccc3n(Cc3ccccc3)c2n1
 : 3% | i | -15% | -11% | -1.3 | 6% | 6% | -19% | -0.6%
29: O=C(Nc1ccc(S(=O)(=O)N2CCCC2)cc1)c1cc(F)c(F)cc1Cl
 : 12% | i | 2% | 6% | -0.8 | -20% | 3% | 23% | 3.2%
33: O=c1c2ccccc2nc(SCc2cc(F)cc3c2OCOC3)n1Cc1ccco1
 : 4% | ? | 0% | -27% | -2.8 | -27% | -11% | -6% | -0.4%
37: COc1ccc(OC)c(CCNC(=O)c2ccc3c(c2)N(Cc2ccc(F)cc2)CCS3)c1
 : 4% | i | -25% | -6% | -3.0 | -21% | -4% | -9% | -0.8%
42: O=C(COc1ccc(F)cc1)OCc1cc(=O)n2nc(-c3cccs3)sc2n1
 : · | i | -26% | -2% | · | 29% | -1% | -6% | 4.6%
